XiGFP reactiv – reactivates the inactive X chromosome in mouse fibroblasts; hit rate 0.055% among 360,000; XiGFP mouse fibroblasts, % GFP-positive cells imaging, 3 d; cells co-treated with 5-aza-dC sensitizer; scaled so ellipticine positive control = 100%; AID 743238; activation, % at 7.58 µM;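 active = mean normalized replicate activation at least 10% and every replicate at or above 10%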;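 also: 0% = median of on-plate neutral control wells and 100% = ellipticine 6 µM median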
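Assay system: SV40-immortalized XiGFP fibroblast cells, line 68-5-11; buffer or medium: DMEM plus 5-aza-dC sensitizer; compound: one concentration, pinned; timing: compounds 3 days, fix/stain 15 min at room temperature; benchmarks: positive control ellipticine, 6 µM final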
RAD52 inh – blocks human RAD52 DNA annealing; P43351; recombinant RAD52 DNA annealing, FRET fluorescence; inhibition, % at 18.7 µM; hit rate 0.46% among 360,000; AID 651710;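 active = every replicate showing at least 50% inhibition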
ERAP1 HTS inh – inhibitors of human ERAP1 aminopeptidase. Q9NZ08. recombinant ERAP1, Leu-AMC fluorescence, 60 min. inhibition, % at 10.7 µM. hit rate 0.15% among 340,000. AID 652197;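 active = mean replicate inhibition of at least 30%, or all replicates individually reaching that 30% level; inactive = mean below 30% and not every replicate reaching it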;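 also: 0% = neutral control wells and 100% = L-leucinethiol positive control wells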
ERp5 inh – ERp5 (human) disulfide isomerase inhibition; AID 651711; hit rate 0.05% among 350,000; Q15084; inhibition, % at 9.99 µM; ERp5 insulin aggregation, absorbance 650 nm, 90 min;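 active = mean replicate inhibition above about 25%, with every replicate also reaching it, limit read from the data, passing the limit was not always enough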
S100A4 MyoIIA – blocks human S100A4 binding to myosin IIA peptide; P26447; S100A4/TAMRA-MyoIIA peptide fluorescence polarization; inhibition, % at 10.7 µM; hit rate 0.14% among 360,000;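 active = mean inhibition of at least 70% across replicates, with every replicate also reaching that level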
Target sequence (P26447 whole entry, looked up): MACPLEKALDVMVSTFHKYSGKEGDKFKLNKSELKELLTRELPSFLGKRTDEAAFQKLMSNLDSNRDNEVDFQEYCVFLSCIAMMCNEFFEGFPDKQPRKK
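Material: S100A4 monomer protein / Buffer or medium: 50 mM HEPES pH 7.2, 10 mM CaCl2, 100 mM KCl / Times: 5 min incubation before reading / Benchmarks: neutral control DMSO, positive control TFP / Reagent: labelled myosin peptide probe, 5 nM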
esBAF inh – SWI/SNF esBAF complex inhibition | mouse ES cells, Bmi1-luciferase knock-in reporter, 24 h; 100% = twice the neutral-well signal | reporter increase, % at 12.5 µM | hit rate 2% among 350,000; in the data active = activation above about 40%;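 also: 0% = median of the plate's neutral control wells and 100% = double that signal; a rise in the Bmi1 reporter signal indicates esBAF inhibition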
RAD54 branch – inhibitors of human RAD54 branch migration. AID 602329. RAD54 Holliday junction branch migration, FAM/BHQ fluorescence. hit rate 0.14% among 360,000. inhibition, % at 10.4 µM;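 active = mean normalized replicate activity at least 40 and at least half of replicates scoring 40 or more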;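 also: 0% = median of neutral control wells and 100% = median of positive control wells; inhibitors cause a drop in the FAM fluorescence signal; in these data hits start at about 50%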
E-sel inducer – E-selectin induction on HUVECs; HUVEC E-selectin immunofluorescence imaging; normalized: neutral wells 0, TNF-alpha wells 100; activation, % at 7.58 µM; hit rate 0.37% among 260,000;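 active = mean E-selectin-positive cell signal at least 10% of the positive control, reached in at least 60% of replicates, without over 20% cell loss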;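 also: in these data hits start at about 27%; measured in HUVEC primary endothelial cells; signal is the percent of cells scored E-selectin positive by PE staining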
Target sequence (P16581 whole entry, looked up): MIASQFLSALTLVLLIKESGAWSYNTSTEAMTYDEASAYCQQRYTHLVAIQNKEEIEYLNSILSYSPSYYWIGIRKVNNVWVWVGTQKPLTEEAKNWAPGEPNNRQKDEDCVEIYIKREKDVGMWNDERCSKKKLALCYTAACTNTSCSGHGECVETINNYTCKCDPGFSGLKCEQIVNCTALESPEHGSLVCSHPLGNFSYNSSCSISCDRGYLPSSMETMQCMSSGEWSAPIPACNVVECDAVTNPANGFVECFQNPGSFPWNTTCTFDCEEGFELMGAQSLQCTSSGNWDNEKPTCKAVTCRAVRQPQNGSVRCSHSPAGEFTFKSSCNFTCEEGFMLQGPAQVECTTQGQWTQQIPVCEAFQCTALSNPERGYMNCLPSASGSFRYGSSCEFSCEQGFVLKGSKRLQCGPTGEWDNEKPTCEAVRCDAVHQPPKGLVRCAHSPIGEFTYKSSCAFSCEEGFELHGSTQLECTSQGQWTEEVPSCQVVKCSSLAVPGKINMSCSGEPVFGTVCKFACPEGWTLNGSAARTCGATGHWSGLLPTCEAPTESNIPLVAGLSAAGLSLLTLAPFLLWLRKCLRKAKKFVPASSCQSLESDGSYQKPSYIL
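Test system: HUVEC | Signal: Immunofluorescence imaging | Read-out: Percent E-selectin-positive cells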
* = called active by the depositor; . = no result given; & = joins results of further samples.

SMILES	XiGFP reactiv	RAD52 inh	ERAP1 HTS inh	ERp5 inh	S100A4 MyoIIA	esBAF inh	RAD54 branch	E-sel inducer
COc1ccc(S(=O)(=O)NC(C)C(=O)NCc2ccncc2)cc1Cl (centres undefined)	0.3	-10	-2	5	-2	-1	8	.
COc1ccc(S(=O)(=O)N(CCC#N)Cc2ccco2)cc1OC	0.1	11	4	1	1	0	4	-0.1
COC(C[C@@H](O)C[C@H](O)[C@H](C)OCc1ccccc1)OC	0.0	-9	-3	4	-4	-5	3	0.0
COC(=O)C1=C(C(=O)OC)SC(=C2C(=S)C(C)(C)N(C(=O)CC(C)C)c3ccccc32)S1	.	-10	0	2	2	-11	-10	.
COc1ccc(-c2c(C)oc3c(CN4CCCC(C)C4)c(O)ccc3c2=O)cc1OC (centres undefined)	0.0	-7	7	-2	-2	-2	3	0.2
CCC(=O)Nc1ccc2c(c1)OC[C@@H](C)N(Cc1ccccn1)C[C@H](C)[C@@H](OC)CN(C)C2=O	0.3	-10	2	-6	10	-4	-3	0.0
O=C(C[C@H]1C[C@@H]2c3cc(NC(=O)Nc4ccc(C(F)(F)F)cc4)ccc3O[C@@H]2[C@H](CO)O1)NCc1ccc(Cl)cc1	-0.1	4	0	2	2	2	3	0.3
O=C(NC1CCCCCC1)c1ccc([N+](=O)[O-])s1	-0.1	-6	-1	4	-6	8	.	-0.1
CCC1NC(=O)c2cc3ccccc3cc2-n2c1nc1ccc(OC)cc1c2=O (centres undefined)	-0.1	-8	7	-2	8	-1	-10	-1.7
O=C(Nc1cccc(NC(=O)C2C3CC4OC(=O)C2C4C3)c1)c1ccccc1 (centres undefined)	0.0	-11	-2	2	-2	-2	8	0.2
COc1ccc(NS(=O)(=O)c2c(C(=O)N3CCCCCC3)c(C)n(C)c2C)cc1	0.0	1	-2	4	-3	5	6	.
O=C(c1ccccn1)N1CC2(C1)[C@@H](c1ccccc1)[C@@H](CO)N2C(=O)C1CC1	0.1	-1	-1	1	3	.	.	0.0
COCCN1C(=O)C(O)=C(C(=O)c2ccco2)C1c1cccc(Oc2ccccc2)c1 (centres undefined)	.	-22	5	-3	36	5	0	.
CC(=O)c1cccc(NC(=O)c2cccc3c(-c4cccnc4)coc23)c1	-0.1	-5	-1	2	-2	-5	7	-0.1
O=C(c1ccccn1)N1C[C@H]2[C@@H](c3ccccc31)[C@H](CO)N2C(=O)Nc1ccccc1Cl	-0.1	-8	2	-4	7	1	6	0.1
N#Cc1cccc(Cn2cc(C(F)(F)F)ccc2=O)c1	0.0	-4	.	2	-3	-5	4	.
O=C(COC(=O)c1sc2ccccc2c1Cl)Nc1ncc(Cl)cc1Cl	-0.1	-50	2	5	-1	.	.	-0.7
N#C[C@H]1[C@@H](c2ccccc2/C=C/c2ccccc2)[C@@H](CO)N1S(=O)(=O)c1cccc(F)c1	0.0	-6	-3	-5	11	.	.	0.1
COc1ccccc1OCC(=O)Nc1ccc(S(=O)(=O)Nc2onc(C)c2C)cc1	0.3	-15	0	-2	4	0	-9	.
CO[C@H]1CN(C)C(=O)c2ccc(NC(=O)Nc3cc(F)ccc3F)cc2OC[C@H](C)N(C(=O)c2ccccn2)C[C@@H]1C	0.3	1	21	.	-3	.	.	-0.2

Structural class: the entries above with a halogen.
SMILES	XiGFP reactiv	RAD52 inh	ERAP1 HTS inh	ERp5 inh	S100A4 MyoIIA	esBAF inh	RAD54 branch	E-sel inducer
COc1ccc(S(=O)(=O)NC(C)C(=O)NCc2ccncc2)cc1Cl (centres undefined)	0.3	-10	-2	5	-2	-1	8	.
O=C(C[C@H]1C[C@@H]2c3cc(NC(=O)Nc4ccc(C(F)(F)F)cc4)ccc3O[C@@H]2[C@H](CO)O1)NCc1ccc(Cl)cc1	-0.1	4	0	2	2	2	3	0.3
O=C(c1ccccn1)N1C[C@H]2[C@@H](c3ccccc31)[C@H](CO)N2C(=O)Nc1ccccc1Cl	-0.1	-8	2	-4	7	1	6	0.1
N#Cc1cccc(Cn2cc(C(F)(F)F)ccc2=O)c1	0.0	-4	.	2	-3	-5	4	.
O=C(COC(=O)c1sc2ccccc2c1Cl)Nc1ncc(Cl)cc1Cl	-0.1	-50	2	5	-1	.	.	-0.7
N#C[C@H]1[C@@H](c2ccccc2/C=C/c2ccccc2)[C@@H](CO)N1S(=O)(=O)c1cccc(F)c1	0.0	-6	-3	-5	11	.	.	0.1
CO[C@H]1CN(C)C(=O)c2ccc(NC(=O)Nc3cc(F)ccc3F)cc2OC[C@H](C)N(C(=O)c2ccccn2)C[C@@H]1C	0.3	1	21	.	-3	.	.	-0.2

Going on with the list.
SMILES	XiGFP reactiv	RAD52 inh	ERAP1 HTS inh	ERp5 inh	S100A4 MyoIIA	esBAF inh	RAD54 branch	E-sel inducer
CCS(=O)(=O)N1CC2(CN(Cc3ccccc3F)[C@@H](CO)c3[nH]c4cc(OC)ccc4c32)C1	0.0	-15	-1	1	-8	.	.	-0.3
Cc1cccc(C(=O)Oc2ccc(/C=N/NC(=O)c3cc(O)cc(O)c3)cc2)c1	0.1	-12	0	0	-22	-4	11	0.0
Cn1c(N)c(C(=O)CSc2nc(N)cc(N)n2)c(=O)n(C)c1=O	0.0	-17	1	-1	-2	.	.	.
O=C1c2cccnc2C(=O)N1CNc1ccc(Cl)cc1	0.2	-1	1	-7	-5	.	6	1.1
O=C(N[C@H]1C=C[C@H](CC(=O)N2CCCCC2)O[C@H]1CO)c1cccc(F)c1	0.0	8	0	0	-40	-8	-4	-0.1
CN(Cc1ccccc1F)C(=O)c1ccc2c(=O)n3c(nc2c1)CCC3	0.3	-1	1	-4	2	3	-10	8.9
Cc1cccc(N2CCN(C(=O)Cc3ccc(-n4c(=O)[nH]c5ccsc5c4=O)cc3)CC2)c1C	0.0	-16	0	-1	-1	.	.	.
C[C@@H]1CN([C@@H](C)CO)C(=O)c2cc(/C=C/c3ccccc3)cnc2O[C@@H]1CN(C)S(=O)(=O)c1cccs1	0.3	5	0	11	6	0	-7	0.0
COc1cccc(OC)c1C(=O)NC(=O)NNc1cc(C(F)(F)F)cc(C)n1	0.0	-6	2	-2	-1	-3	4	0.2
CC(C)(C)c1ccc(-c2nc3[nH]c(=O)cc(NC(=O)c4ccco4)n3n2)cc1	0.2	-16	3	-3	-1	13	-2	.
O=C(Cc1ccccn1)NCC[C@@H]1CC[C@@H](NC(=O)Nc2ccc(Cl)cc2)[C@@H](CO)O1	-0.5	-12	0	-4	-2	-4	-3	0.6
C[C@@H]1CN(C2CCN(Cc3nc(CC4CC4)no3)CC2)C[C@H](C)O1	0.0	-4	0	2	-20	-8	.	.
COc1cc(NC(=O)COc2cc(C)cc3oc(=O)cc(C)c23)cc(OC)c1OC	-0.1	-40	-2	3	-3	-5	4	-0.6
COc1ccc(S(=O)(=O)Nc2ccc3c(c2)C(=O)N([C@H](C)CO)C[C@@H](C)[C@H](CN(C)C(=O)Nc2cccc4ccccc24)O3)cc1	0.0	-14	-1	-1	3	-1	-13	-3.3
O=C(NC1CCCCCC1)C1CCCN(S(=O)(=O)c2cnc[nH]2)C1 (centres undefined)	-0.2	-14	.	1	23	-1	-1	.
CC1(C(=O)NS(=O)(=O)c2ccc(C#N)cc2)CCN1C(=O)CC1CCCCC1 (centres undefined)	-0.1	-1	0	-3	0	-4	-6	3.4
COc1ccc(-c2cn(CC[C@@H]3CC[C@@H](NC(=O)c4cnccn4)[C@H](CO)O3)nn2)cc1	0.2	-5	2	8	2	5	-4	0.4
CC(C)NC(=O)N(C)C[C@@H]1OCc2cnnn2CCCC(=O)N([C@H](C)CO)C[C@H]1C	0.0&-0.1	-10&10&5	-5&0&0	2&2&2	4&0&-2	-3&0&1	-2&-1&5	0.1&0.0
CCOc1ccc(NC(=O)c2ccc3c(c2)S(=O)(=O)N=C2CCCCCN23)cc1	-0.1	-10	7	1	1	-8	-1	-0.1
CCCCN(C(=O)CSc1c(C)c(C)cc(C)c1C)c1c(N)n(CCC)c(=O)[nH]c1=O	-0.1	-6	-2	3	2	4	-1	.

Sorted by the number under S100A4 MyoIIA (lowest first): some entries from above.
canonical_smiles | RAD52 inh | ERAP1 HTS inh | ERp5 inh | S100A4 MyoIIA | esBAF inh
COc1ccc(NS(=O)(=O)c2c(C(=O)N3CCCCCC3)c(C)n(C)c2C)cc1 | 1 | -2 | 4 | -3 | 5
COc1ccc(S(=O)(=O)N(CCC#N)Cc2ccco2)cc1OC | 11 | 4 | 1 | 1 | 0
COc1ccc(-c2cn(CC[C@@H]3CC[C@@H](NC(=O)c4cnccn4)[C@H](CO)O3)nn2)cc1 | -5 | 2 | 8 | 2 | 5

Returning to the listing with the 2 entries that preceded the break.
SMILES	XiGFP reactiv	RAD52 inh	ERAP1 HTS inh	ERp5 inh	S100A4 MyoIIA	esBAF inh	RAD54 branch	E-sel inducer
CCOc1ccc(NC(=O)c2ccc3c(c2)S(=O)(=O)N=C2CCCCCN23)cc1	-0.1	-10	7	1	1	-8	-1	-0.1
CCCCN(C(=O)CSc1c(C)c(C)cc(C)c1C)c1c(N)n(CCC)c(=O)[nH]c1=O	-0.1	-6	-2	3	2	4	-1	.
O=C(Nc1ccc(Cl)cc1)N[C@H]1CC[C@@H](CCn2cc(Cc3ccccc3)nn2)O[C@@H]1CO	-0.1	-2	-2	2	45	0	-3	-2.2
COCCCN1C(=O)C(CC(=O)NCCc2ccccn2)CC(C(=O)N2CCOCC2)=C1C (centres undefined)	0.2	-6	.	-2	1	1	-9	-6.4
COc1ccc(/C=N/NC(=O)c2cccs2)c2ccccc12	-0.1	-15	.	4	6	56*	-3	.
CCN(CC(=O)Nc1cc(Cl)ccc1C)C(=O)c1nc2nc(C)cc(C)n2n1	0.1	-20	1	3	-1	0	-5	-0.6
COc1cc(/C=C/C(=O)OCC(=O)Nc2ccc(Cl)cn2)ccc1O	0.3	0	1	-6	11	-3	-10	47*
COC(=O)c1c(NC(=O)c2c(OC)cccc2OC)sc2c1C(C(=O)OC)CC2 (centres undefined)	0.0	-2	3	1	-2	7	3	0.2
C/C=C/c1ccc([C@@H]2[C@H](CO)N(C(=O)CC)[C@H]2CNC(=O)CC)cc1	0.1	-34	2	-1	-9	-3	-2	0.4
CCOC(=O)c1[nH]c2ccc(C(=O)OC)cc2c1C(=O)OCC	0.0	-1	19	-10	1	-2	3	0.0
CO[C@@H]1CN(C)C(=O)c2cc(NC(=O)Nc3c(C)noc3C)ccc2OC[C@@H](C)N(C)C[C@@H]1C	0.1	5	8	-5	5	-3	5	0.0
CCS(=O)(=O)N[C@H]1C=C[C@@H](CC(=O)NCc2ccc(Cl)cc2)O[C@H]1CO	-0.5	-15	3	8	3	3	5	0.1
O=C(NNC(=O)C12CC3CC(CC(Br)(C3)C1)C2)c1ccccc1F	-0.1	0	1	-5	6	12	-1	0.0
CCCCc1c(O)nc(SCC(=O)N2CCCCC2)[nH]c1=O	0.0	1	-2	-4	3	-5	6	.
Cc1ccc(S(=O)(=O)Nc2c(C(=O)O)[nH]c3ccccc23)c(C)c1	0.0	-12	4	-1	-5	5	-3	.
C[C@H](CO)N1C[C@H](C)[C@@H](CN(C)CC2CCOCC2)Oc2ncc(-c3cccc(F)c3)cc2C1=O	-1.3	.	.	-1	.	0	.	0.1
COc1cc(/C=C2/C(=N)N3C(=NC2=O)SN=C3S(C)(=O)=O)ccc1OS(=O)(=O)c1ccc(C)cc1	0.1	-37	0	-5	3	5	5	.
Cn1cnc(S(=O)(=O)N[C@H]2C=C[C@H](CC(=O)NCC3CC3)O[C@@H]2CO)c1	-0.1	2	3	2	-3	-3	-4	0.0
Cc1noc(C)c1NC(=O)Nc1ccc2c(c1)CC(=O)N([C@H](C)CO)C[C@H](C)[C@H](CN(C)CC1CC1)O2	-0.6	12	3	-1	5	7	8	0.0
CC1CCN(c2ccc3nnc(CCC(=O)Nc4cc(F)ccc4F)n3n2)CC1	0.0	0	-2	2	2	3	-1	.

From PubChem BioAssay
